Screening data from PubChem.
All columns: NCI-60 one-dose screen, growth in % after 48 h at 10 µM unless noted; 100 = growth as untreated, 0 = no growth, -100 = all killed.
NCI-H23: NCI-H23 lung cancer; actives 4% (n = 80,000)
NCI-H460: NCI-H460 lung cancer; actives 6.8% (n = 82,000); AID 1794736
RXF 393: RXF 393 renal cancer cells. actives 6.9% (n = 77,000)
NCI-H226: NCI-H226 lung cancer. actives 3.5% (n = 79,000)
NCI-H522: NCI-H522 lung cancer. actives 8% (n = 78,000)
NCI/ADR-RES: NCI/ADR-RES ovarian cells; actives 4.4% (n = 81,000)
A498: A498 renal cancer cells. actives 5.4% (n = 76,000). AID 1794774
CAKI-1: CAKI-1 renal cancer; actives 4.7% (n = 75,000); AID 1794772
ACHN: ACHN renal cancer; actives 4.9% (n = 81,000); AID 1794771
* = called active by the depositor; . = no result given; & = joins results of further samples. Rule for the calls: active = growth percent below 10; inactive = the rest.

Below each SMILES: NCI-H23	NCI-H460	RXF 393	NCI-H226	NCI-H522	NCI/ADR-RES	A498	CAKI-1	ACHN
- Clc1cccc(I)c1
    103	118	132	99	130	103	93	96	106
- O=C1CCCCN1CCCCC#Cc1cccc(C#Cc2cccnc2)c1
    89	73	.	78	76	73	84	84	101
- C#CCOc1ccc(/C=N/Nc2nc(-c3ccc(Br)cc3)cs2)cc1
    93	96	112	93	95	101	88	89	106
- CC(=O)Nc1cc(C)ccc1C
    95	106	105	99	96	103	84	99	106
- CC(=O)CC(=O)c1ccc(-c2ccccc2)cc1
    91	98	100	98	69	106	67	96	101
- Cc1c(Cl)ccc2c(C(=O)O)cc(-c3ccccc3)nc12
    87	98	105	87	95	97	92	92	88
- Nc1ccc2c(c1)C(O)c1cccc(C(=O)O)c1-2 (stereo not given)
    100	107	107	105	103	101	112	102	96
- Cn1cc(-c2nn3cc(-c4cccnc4)nc3s2)c2cc(Br)ccc21
    75	75	86	92	95	81	87	62	74
- COc1cccc(C(=O)O)c1[N+](=O)[O-]
    100	107	124	104	.	102	118	121	100
- CC1=CC(O)CC(C)(C)C1 (stereo not given)
    105	105	.	97	91	108	101	119	97
- COc1ccc(-n2ncc3c2CCc2cc(S(=O)(=O)c4ccccc4)c(=O)n(C)c2-3)cc1
    97	103	110	101	87	91	92	91	96
- NS(=O)(=O)c1ccc(N=C2NC(=O)/C(=C/c3coc4ccccc4c3=O)S2)cc1
    106	106	111	98	89	102	84	99	101
- NC1=NC(c2ccc(Sc3ccc(Cl)cc3)cc2)n2c(nc3ccccc32)N1 (stereo not given)
    57	.	85	67	48	102	.	84	95
- C/C(=N\NC(=O)CSc1nc2sc3c(c2c(=O)n1-c1ccccc1)CCC(C)C3)c1ccc(Cl)cc1 (stereo not given)
    28	4.2*	-23*	-1.3*	22	12	.	13	13
- NC(=O)c1c(NC(=O)c2ccc(C3CCCCC3)cc2)sc2c1CCC(=O)C2
    .	16	-2.5*	20	-2.2*	.	68	-2.1*	4.7*
- Cc1ccc(C2CC(c3ccc(Nc4nc(NCCO)nc(N5CCOCC5)n4)cc3)=Nc3c(N)nc(N)nc3N2)cc1 (stereo not given)
    83	92	70	78	79	92	81	99	99
- O=C(Oc1cccc2ccccc12)N1CCN(C(=O)Oc2cccc3ccccc23)CC1
    108	105	111	89	84	95	104	87	97
- Cc1cc(NS(=O)(=O)c2ccc(Nc3ccnc(SCC(=O)c4ccc(Cl)cc4)n3)cc2)no1
    94	107	115	96	87	99	106	94	100
- C=CCn1c(SCC(=O)Nc2ccc(C(=O)/C=C/c3ccc(Cl)cc3)cc2)nnc1-c1cc(-c2ccc(S(C)(=O)=O)cc2)nc2ccccc12
    102	103	76	85	94	97	100	59	92
- O=C(CN1CCN(c2ccccc2)CC1)N1CCN(c2nnc(-c3ccc(Cl)cc3)c(-c3ccc(Cl)cc3)n2)CC1
    82	48	50	68	60	60	63	.	54

Compound profiles, as listed above. Screens in order: NCI-H23 | NCI-H460 | RXF 393 | NCI-H226 | NCI-H522 | NCI/ADR-RES | A498 | CAKI-1 | ACHN
Cc1c(Cl)ccc2c(C(=O)O)cc(-c3ccccc3)nc12 in the list: 87 | 98 | 105 | 87 | 95 | 97 | 92 | 92 | 88
CC(=O)Nc1cc(C)ccc1C in the list: 95 | 106 | 105 | 99 | 96 | 103 | 84 | 99 | 106

7 compounds picked at random from those above:
Below each SMILES: NCI-H23	NCI-H460	RXF 393	NCI-H226	NCI-H522	NCI/ADR-RES	A498	CAKI-1	ACHN
- CC(=O)Nc1cc(C)ccc1C
    95	106	105	99	96	103	84	99	106
- C/C(=N\NC(=O)CSc1nc2sc3c(c2c(=O)n1-c1ccccc1)CCC(C)C3)c1ccc(Cl)cc1 (stereo not given)
    28	4.2*	-23*	-1.3*	22	12	.	13	13
- NS(=O)(=O)c1ccc(N=C2NC(=O)/C(=C/c3coc4ccccc4c3=O)S2)cc1
    106	106	111	98	89	102	84	99	101
- COc1ccc(-n2ncc3c2CCc2cc(S(=O)(=O)c4ccccc4)c(=O)n(C)c2-3)cc1
    97	103	110	101	87	91	92	91	96
- Cc1cc(NS(=O)(=O)c2ccc(Nc3ccnc(SCC(=O)c4ccc(Cl)cc4)n3)cc2)no1
    94	107	115	96	87	99	106	94	100
- C=CCn1c(SCC(=O)Nc2ccc(C(=O)/C=C/c3ccc(Cl)cc3)cc2)nnc1-c1cc(-c2ccc(S(C)(=O)=O)cc2)nc2ccccc12
    102	103	76	85	94	97	100	59	92
- O=C1CCCCN1CCCCC#Cc1cccc(C#Cc2cccnc2)c1
    89	73	.	78	76	73	84	84	101

Additional results.
Below each SMILES: NCI-H23	NCI-H460	RXF 393	NCI-H226	NCI-H522	NCI/ADR-RES	A498	CAKI-1	ACHN
- COC(=O)c1c(C#N)c(C#N)c2c([nH]c3ccccc32)c1C(=O)OC
    85	103	105	90	97	94	87	99	92
- O=C(CN1CCN(c2cc(=O)[nH]c3ccc(F)cc23)CC1)Nc1ccc([N+](=O)[O-])cc1
    89	79	90	95	83	96	61	71	86
- CCOC(=O)c1cnc2c(-c3nc4ccccc4s3)c(Nc3ccccc3)[nH]n2c1=O
    82	101	97	75	54	82	77	95	65
- COc1ccn(C2CCCCO2)c(=O)n1 (stereo not given)
    111	109	124	104	89	105	105	102	104
- COc1ccc(-c2nc(SCc3nc4ccccc4[nH]3)nc(Nc3ccc(C)cc3)c2C#N)cc1
    102	92	105	104	72	93	81	94	88
- COc1ccc2oc(=O)cc(C(c3ccc[nH]3)c3ccc[nH]3)c2c1
    26	4.6*	-31*	7.9*	-23*	8.0*	-8.6*	15	17
- N#Cc1c(NC(=O)NCc2ccc(Br)cc2)sc2c1CCCC2
    99	102	.	93	93	100	77	81	105
- CCN(CC)CCNS(=O)(=O)c1ccc(C)cc1
    103	108	115	101	93	105	85	96	99
- CN1C(C(=O)Nc2ccccn2)=C(O)c2sccc2S1(=O)=O
    87	109	.	101	100	106	97	87	.
- COc1ccc(-c2c(C#N)nnn2-c2ccc(OC)cc2)cc1
    110	104	97	95	81	101	.	122	97
- O=C(O)c1cc(-c2c(Cl)cccc2Cl)nc2cc3ccccc3cc12
    90	101	.	106	83	101	103	94	96
- NS(=O)(=O)c1ccc(CCNC(=O)CSc2ccc(-c3ccc(Cl)cc3)nn2)cc1
    62	76	90	72	63	106	81	68	63
- C/C(=C(/c1ccccc1)c1ccc(OCC(O)CN2CCOCC2)cc1)c1ccccc1 (stereo not given)
    101	93	.	97	73	93	92	80	99
- CC1(C)OC(=O)CC1=O
    99	104	103	76	86	105	89	90	101
- Cc1ccc2oc(=O)cc(C3c4ccc([nH]4)C(c4cc(=O)oc5ccc(C)cc45)c4ccc([nH]4)C(c4cc(=O)oc5ccc(C)cc45)c4ccc([nH]4)C(c4cc(=O)oc5ccc(C)cc45)c4ccc3[nH]4)c2c1 (stereo not given)
    -53*	-66*	-87*	-39*	-64*	-25*	-81*	-14*	-19*
- Cc1ccc(CSc2oc(-c3ccccc3)nc2S(=O)(=O)c2ccccc2)cc1
    78	92	88	85	61	85	60	86	99
- CC(C)(c1ccc(N)cc1)c1ccc(N)cc1
    98	107	125	101	94	101	107	92	104
- CN(C)c1ccc(Cc2ccc(N(C)C)cc2)cc1
    91&93&101	106&101&98	103&86&104	91&101&90	75&80&89	95&95&106	105&79&81	104&96	104&88&103
- CC(=O)c1ccc(NC(=O)Cn2nc(C(F)(F)F)nc2N)cc1
    103	104	112	92	78	111	100	.	.
- CC(C)(C)OC(=O)n1cc(-c2nc(-c3c[nH]c4ncccc34)cs2)c2cc(Br)ccc21
    95	104	100	102	86	70	109	90	87
- COc1ccccc1/C(Br)=C1/CCCN2C(=O)c3ccccc3C12 (stereo not given)
    109	114	.	104	101	107	97	93	101
- C[C@H]1[C@H](C)CC[C@]2(C(=O)O)CC[C@]3(C)C(=CC[C@@H]4[C@@]5(C)C/C(=C/c6ccccn6)C(=O)C(C)(C)[C@@H]5CC[C@]43C)[C@H]12
    68	63	92	69	75	88	99	55	82
- O=C(Cn1c(=O)sc2nc3ccccc3nc21)Nc1ncc(Cc2cccc(Cl)c2Cl)s1
    97	104	109	87	83	90	113	72	100
- COc1cccc(NC(=O)c2sc3nc(C)c(C(O)c4ccccc4)cc3c2N)c1 (stereo not given)
    23	4.0*	27	55	0.6*	7.3*	-0.5*	35	31
- N#C/C(=C/c1ccccc1)c1nnc(NC(=O)c2ccc(-n3c(=O)[nH]c4ccccc4c3=O)cc2)s1
    104	114	107	98	92	103	135	98	105
- COc1ccc(C2=NN(C(C)=O)C(c3cc(OC)c(OC)c(OC)c3)C2)cc1 (stereo not given)
    101	108	111	119	68	83	97	100	104
- Cc1c(O)c(=O)ccn1-c1ccc(C=O)cc1
    97	101	91	91	100	104	101	.	106
- COC1=CC(c2ccc[nH]2)=N/C1=C\c1[nH]c(C)c(C(=O)OC(C)C)c1C
    -43*	0.0*	-18*	-27*	-58*	-12*	-38*	-32*	-83*
- O=[N+]([O-])c1cc(/C=N/N2CCCCCC2)ccc1Cl
    92&92	111&100	110&107	100&92	85	100&103	74	103&96	97&98
- O=C(O)CCC/C=C\C[C@H]1C=CC(=O)/C1=C/C[C@@H](O)CCc1cccc(C(F)(F)F)c1
    -22*	-65*	-66*	-40*	-63*	5.2*	-12*	13	-70*
- CN1C(=O)N(C)C2C1NN=C1SC(C(=O)O)=CC(=O)N12 (stereo not given)
    102	109	120	97	105	105	118	94	96
- CCOC(=O)C1=C(C(=O)c2ccccc2)C(c2ccc([N+](=O)[O-])cc2)C(C(=O)c2ccccc2)=C(C(=O)OCC)N1
    66	88	100	95	65	88	106	77	84
- Cc1ccnc2c1ccc1c(C)ccnc12
    22	5.3*	26	17	12	1.4*	19	16	11
- CCCCCCCCCCCCCCCCCC1=NC(CO)(CO)CO1
    102	105	111	99	.	93	102	80	100
- CCOc1cc(NC(=O)c2ccccc2)c(OCC)cc1N
    102	114	117	106	98	111	113	102	118
- COc1ccc(/C=N/N=C(\N)c2c(N)nc(=S)[nH]c2-c2ccc(Cl)cc2Cl)cc1
    100	113	95	97	97	114	138	97	110
- CN(C)c1nc(-c2ccco2)n2nc(-c3ccc(Cl)cc3)cc2n1
    78	28	51	52	71	69	76	74	29
- CC(=O)n1nc(-c2ccc(Br)cc2)cc1-c1ccccn1
    96	112	110	91	97	106	103	94	98
- O=C(O)c1c(Cl)c(Cl)c(Cl)c(Cl)c1C(=O)OCC1CCCO1 (stereo not given)
    102	106	115	96	99	108	123	101	105
- CCOC(=O)[C@H](N)CCC(=O)N[C@H](CSc1ccc([N+](=O)[O-])cc1[N+](=O)[O-])C(=O)NCC(=O)Oc1ccccc1C1CC(=O)c2ccccc2O1 (stereo not given in full)
    96	109	112	.	106	105	118	89	94
- COc1cccc(\C=N/N=C(N)/C(N)=N\N=C/c2cccc(OC)c2OC)c1OC
    105	112	113	101	112	107	102	88	104
- O=C(NCCCNC(=O)c1ccc[nH]c1=O)c1cc(-c2ccccc2)on1
    73	92	68	65	42	93	29	109	86
- Clc1cccc(Cl)c1Br
    103	109	116	105	106	114	110	106	98
- CCN(CC)c1ccc(-c2nc3ccccc3s2)cc1
    72	93	95	76	72	89	114	98	91
- CC(C)(C)OC(=O)n1cc(-c2nc(-c3c[nH]c4c(Cl)nccc34)cs2)c2ccccc21
    99	93	98	67	92	93	84	92	111
- C/C(=N\NC(=S)Nc1ccccc1)c1sc(Nc2ccc(C)cc2)nc1C
    92	100	103	95	87	103	79	82	98
